Cav3 T inh – inhibitors of human Cav3.2 T-type calcium channel; O95180; Cav3.2-expressing cells, Fluo-4 calcium fluorescence FDSS; active compounds read low; B-score at 10 µM; hit rate 4% among 100,000; AID 449739;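 active means single-dose well whose peak fluorescence ratio is a statistical outlier from its plate by either plate-standardised score or position-corrected B-score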
Active calls of the source: *; & = joins results of further samples.

molecule,Cav3 T inh
Clc1ccccc1-c1nnc2sc(-c3ccco3)nn12,0.16
O=c1o[nH]c(-c2ccccc2)c1C1=NCCCCC1,-0.59
COCc1cc(C)nc2sc3c(=O)n(Cc4ccco4)nnc3c12,-0.41
Cc1nc(-n2[nH]c3c(c2=O)CCCC3)[nH]c(=O)c1Cc1ccccc1,0.92
O=C(NC(=S)NCC1COc2ccccc2O1)c1ccccc1 (stereo unspecified),-1.5
CCOC(=O)c1[nH]c(C)c(/C(O)=C2\C(=O)C(=O)N(CCN(C)C)C2c2cccc(OC)c2OC)c1C (stereo unspecified),-0.11
O=C(CCN1c2ccccc2Sc2ccccc21)OCc1nnc(-c2ccccc2)o1,-3
Cc1nc(CSc2nnc3scc(-c4ccc(Cl)cc4)n23)cs1,0.43
c1cncc(-c2nnc(C3CCCCC3)o2)c1,1.1
CC1CC(C)CN(C2CCN(Cc3cccnc3)CC2)C1 (stereo unspecified),0.47
O=C(Cn1c(=O)n(CCCCC(=O)NC2CCCC2)c(=O)c2ccccc21)NCCC1=CCCCC1,-0.45
CCC(CC)c1nnc(NC(=O)c2c(C)nn(Cc3ccccc3Cl)c2C)s1,-4
Cc1cc(C)cc(CC2CC(=O)N(c3ccc4c(c3)OCCO4)C2=O)c1 (stereo unspecified),-0.73
CC1CCCCN1c1cc(C#N)c(C#N)cc1[N+](=O)[O-] (stereo unspecified),0.21
Cc1ccccc1S(=O)(=O)Cc1ccc(C(=O)N2CCN(C3CCCCC3)CC2)o1,0.55
O=C(Nc1cccc(Cl)c1)OCc1cnc(Cl)s1,-2.6
CC1CCN(c2ccc(NC(=S)NC(=O)c3ccco3)cc2)CC1,-0.6
COc1ccc(OC)c(C(=O)COC(=O)C2CC3CCCC(C2)C3=O)c1 (stereo unspecified),1
COc1ccc(CCNC(=O)c2ccc(Cl)cc2Cl)cc1,-1.6
COC(=O)c1ccccc1NC(=O)Cn1c(CCC(=O)O)ccc1-c1cccs1,2.1
Cn1c(=O)cc(OCCCC(=O)NC2CCCC2)c2ccccc21,0.0085
Nc1ccc(-c2nnc(-c3ccc(-c4ccccc4)cc3)o2)cc1,0.56
CS/C(=C\[N+](=O)[O-])Nc1ccc(F)cc1,0.47
COc1ccc(NC(=O)C2CCN(C(=O)c3ccc(OC)cc3)CC2)cc1,0.26
COc1ccccc1CNC(=O)c1cc(-c2ccccc2)nn1CC1CC(c2cccnc2)=NO1 (stereo unspecified),-0.011
O=C1C(NS(=O)(=O)c2cccs2)=C(N2CCN(c3cccc(C(F)(F)F)c3)CC2)C(=O)c2ccccc21,0.18
COc1cccc(C(=O)Nc2ccc(-c3nc4ccccc4o3)c(O)c2)c1,-0.16
O=C(c1cc2ccccc2oc1=O)N(Cc1ccco1)CC1CCCO1 (stereo unspecified),-0.18
CCNc1nc(Oc2ccc(Cl)cc2Cl)cc(C(F)(F)F)n1,0.093
COC(=O)C(NC(=O)c1ccccc1Cl)(Nc1ncc(S(=O)(=O)c2ccc([N+](=O)[O-])cc2)s1)C(F)(F)F (stereo unspecified),-8.6*
Cc1ccccc1C1=NC(c2ccc(F)cc2F)ON1 (stereo unspecified),-0.53
O=C(NCc1cccnc1)c1ccc(CS(=O)(=O)c2ccc(Br)cc2)o1,0.096
C=CCNC(=O)COc1ccc(Br)cc1Cl,-0.27
COc1ccc(-n2cnc3ccccc32)cc1,0.046
CCOC(=O)N1CCC(N(CCOC)C(=O)Nc2ccc(C)c(C)c2)CC1,0.065
COc1ccc(S(=O)(=O)N(CC(=O)N2CCOCC2)c2cc(Cl)ccc2OC)cc1OC,1.4
COc1ccccc1N1CCN(C(=O)CCCn2c(=O)[nH]c3ccsc3c2=O)CC1,0.32
O=C(C/C=N/OCc1c(Cl)cccc1Cl)c1cnc(-c2ccccc2)s1,-0.22
Nc1nc(-c2ccc3c(c2)CCCC3)cs1,-2
Cc1nn(Cc2ccccc2Cl)c(C)c1NC(=O)c1nc2ncccn2n1,0.093

Marked active in Cav3 T inh, of those listed so far:
molecule,Cav3 T inh
COC(=O)C(NC(=O)c1ccccc1Cl)(Nc1ncc(S(=O)(=O)c2ccc([N+](=O)[O-])cc2)s1)C(F)(F)F (stereo unspecified),-8.6*

Continuation:
molecule,Cav3 T inh
N#C/C(=C/c1cc(Br)cs1)C(=O)NCC1CCCO1 (stereo unspecified),0.48
COc1ccc(Nc2nc(C(=O)NCCCN3CCOCC3)cs2)cc1,1.9
O=C(c1ccco1)N1CCN(C(c2ccc(F)cc2)c2nnnn2CC2CCCO2)CC1 (stereo unspecified),0.28
Cc1ccccc1C1NC(=O)Cc2ccccc21 (stereo unspecified),-0.35
COc1ccc(C[C@H]2CN3C(=NC[C@@H]3Cc3ccc(O)cc3)N2C[C@H](C)NC(=O)CCC2CCCCC2)cc1,0.028
CCCCc1nnc(NC(=O)CCSc2ccccc2)s1,-0.043
CC1C/C(=N/O)C(C)CN1 (stereo unspecified),0.089
COC(=O)CSc1nnc(-c2ccc(OC)cc2OC)o1,1.5
COc1ccc(-c2[nH]c(-c3ccc4c(c3)OCO4)nc2-c2ccccc2)cc1,-1
Cc1ccn2c(-c3csc(NCc4ccccc4)n3)c(C)nc2c1,0.89
O=C(NC(c1ccccc1)c1ccccc1)C1CCCN(S(=O)(=O)c2cnc[nH]2)C1 (stereo unspecified),-0.19
Cc1nc(CN2CCN(C(=O)c3ccc(C(C)(C)C)cc3)CC2)cs1,0.32
Cc1nc2nc[nH]n2c(=O)c1NC(=O)CC12CC3CC(CC(C3)C1)C2,1.1&1.6
CC1CN(c2cc(=O)n(-c3ccccc3)c(=O)[nH]2)CC(C)O1 (stereo unspecified),0.041
Cc1nc2nc3c(c(=O)n2[nH]1)CCC3,0.59
CN(C)c1cc[n+](Cc2ccccc2)cc1,0.28
COc1ccc(C2C(C(=O)Nc3ccccc3)=C(C)N=C3SCC(=O)N32)cc1 (stereo unspecified),-9.9*
CCOC(=O)C1=C(C)Nc2nc(SC)nn2C1c1ccc(C(=O)OC)cc1 (stereo unspecified),0.5
CCCOC(=O)c1ccc(NC(=O)C2C3C=CC(O3)C2C(=O)O)cc1 (stereo unspecified),-0.52
CC1CN(c2cc(=O)n(Cc3ccc(F)cc3)c(=O)[nH]2)CC(C)O1 (stereo unspecified),1.3

3 of the entries above in order of the Cav3 T inh value, rising:
Molecule,Cav3 T inh
COc1ccc(-c2[nH]c(-c3ccc4c(c3)OCO4)nc2-c2ccccc2)cc1,-1
O=C(NC(c1ccccc1)c1ccccc1)C1CCCN(S(=O)(=O)c2cnc[nH]2)C1 (stereo unspecified),-0.19
CC1CN(c2cc(=O)n(-c3ccccc3)c(=O)[nH]2)CC(C)O1 (stereo unspecified),0.041

Other records:
molecule,Cav3 T inh
COc1ccc(-c2ccc3oc(-c4ccsc4)c(-c4ccc(OC)cc4)c3c2)cc1,-0.76
CCn1cc(C(=O)NC2CCCCC2)c(=O)c2ccc(C)nc21,0.99
O=[N+]([O-])c1ccc(Cl)cc1Sc1cccc2cccnc12,-0.77
CCC(C)Sc1nc(O)c(Cc2ccccc2)c(=O)[nH]1 (stereo unspecified),-0.039
CC(=O)n1cc([C@@H]2C=C(C(=O)NCc3ccccc3)O[C@H](OCCCCO)C2)c2ccccc21,0.53
O=C(CC(c1ccccc1)c1cc(Br)ccc1O)NCCN1CCOCC1 (stereo unspecified),0.78
N#Cc1cc2c(nc1SCC(=O)N1CCCCC1)CCCC2,0.31
CCN(CC)c1ccc(C2C3CCCCC3(O)CCN2CC(=O)Nc2ccccc2)cc1 (stereo unspecified),0.008
Cc1ccc2c(c1)C(O)(CC(=O)c1ccc3c(c1)OCO3)C(=O)N2 (stereo unspecified),0.13
O=C(c1ccc(CS(=O)(=O)c2ccc(Br)cc2)o1)N1CCCC1,-0.008
CC1(C)CC(=O)C2=C(C1)Nc1ccccc1N1C(=O)c3ccccc3C21 (stereo unspecified),-0.011
CC(C)(C)c1cc(C(=O)N2CCN(c3ncccn3)CC2)ccn1,0.25
COC(=O)C(CCSC)NC(=O)CNS(=O)(=O)c1ccc(F)cc1 (stereo unspecified),-0.0023
Cc1ccc(NC(=O)Cn2nc(C)cc2C)cc1,0.6
Cn1c(-c2ccco2)nc2cc3ccccc3cc21,1.5
Clc1ccc(C(c2nnnn2C2CCCC2)N2CCN(c3nc4ccccc4s3)CC2)cc1 (stereo unspecified),-8.1*
COc1ccc(N2C(=O)CSC2c2ccc3c(c2)OCO3)cc1 (stereo unspecified),0.24
COc1ccc(-c2ccc(-c3noc(-c4ccccc4F)n3)c(OC)n2)cc1,-0.054
COc1ccc(O)c(/C=N/c2sc(C)c(C)c2C#N)c1,-0.41
CCn1c(SCC(=O)N2CCN(c3ccccc3F)CC2)nnc1-c1ccoc1C,0.75

Next entries.
structure | Cav3 T inh
Cc1cccc(-c2cc3nc(C)cc(NCCCn4ccnc4)n3n2)c1 | 0.95
O=C(O)c1cccc(C(=O)O)n1 | 0.8
CCc1nnc(NC(=O)CSc2nnc(-c3ccco3)n2CC)s1 | -0.24
CC(C)C(=O)N1C2CCC1CC(O)(c1ccc(F)cc1)C2 (stereo unspecified) | -0.18
CC1(C)Cc2nc(NCCN3CCOCC3)c(C#N)cc2CO1 | -1.5
CC(C)Cc1nnc(NC(=O)CSc2nc(N)cc(=O)[nH]2)s1 | 0.42
O=C(CSc1nnc(-c2ccco2)n1Cc1ccco1)N1CCOCC1 | 0.16
CCNc1nc(Oc2c(Cl)cccc2Cl)cc(C(F)(F)F)n1 | -0.9
CN1CCN(CCC(=O)Nc2cccc(F)c2)CC1 | -5*
CCOC(=O)C1=C(C)NC(=O)NC1c1ccsc1 (stereo unspecified) | 0.51
COc1ccc(S(=O)(=O)N(C)CC(=O)N2CCC(C(N)=O)CC2)cc1Cl | 0.52
O=C(CCN1CCc2ccccc2C1)Nc1ccc2c(c1)OCO2 | 0.18
CS(=O)(=O)N1CCN(C(=O)C2c3ccccc3Oc3ccccc32)CC1 | 0.19
CCOC(=O)c1ccc(NC(=S)N2CCN(S(C)(=O)=O)CC2)cc1 | 1.8
CCOc1cccc(CNc2ccc(O)cc2)c1OCc1ccccc1Cl | -0.58
CC1=C(C(=O)OC(C)C)C(c2ccccn2)n2ncnc2N1 (stereo unspecified) | 0.43
Cc1ccc(S(=O)(=O)Cn2nnnc2C(c2ccccc2)N2CCN(c3ncccn3)CC2)cc1 (stereo unspecified) | -0.9
CCCC(=O)NC(Nc1ccccc1OC)C(Cl)(Cl)Cl (stereo unspecified) | 0.14
C=CCOC(=O)C1=C[C@@H](c2coc3ccccc3c2=O)C[C@@H](OCCCCO)O1 | 0.75
CCOC(=O)c1cc(-c2ccccc2)sc1NC(=S)Nc1cccc(C)n1 | 0.12
CC1CN(Cc2nc3c(c(=O)n(C)c(=O)n3C)n2CCN2CCOCC2)CC(C)O1 (stereo unspecified) | 2
Cc1ccc(-c2nc3ncccn3c2Nc2ccc3c(c2)OCCO3)o1 | 1.2
O=C1c2cccnc2C(=O)N1C1CCCCC1 | -0.078
COc1ccc([N+](=O)[O-])cc1N(CC(O)CN(CC(C)C)CC(C)C)S(=O)(=O)c1ccccc1 (stereo unspecified) | -3.9*
Cc1cc(C)nc(NC(=O)Cc2cccs2)n1 | 0.59

The final 7 entries of the section above lead into the next:
structure | Cav3 T inh
C=CCOC(=O)C1=C[C@@H](c2coc3ccccc3c2=O)C[C@@H](OCCCCO)O1 | 0.75
CCOC(=O)c1cc(-c2ccccc2)sc1NC(=S)Nc1cccc(C)n1 | 0.12
CC1CN(Cc2nc3c(c(=O)n(C)c(=O)n3C)n2CCN2CCOCC2)CC(C)O1 (stereo unspecified) | 2
Cc1ccc(-c2nc3ncccn3c2Nc2ccc3c(c2)OCCO3)o1 | 1.2
O=C1c2cccnc2C(=O)N1C1CCCCC1 | -0.078
COc1ccc([N+](=O)[O-])cc1N(CC(O)CN(CC(C)C)CC(C)C)S(=O)(=O)c1ccccc1 (stereo unspecified) | -3.9*
Cc1cc(C)nc(NC(=O)Cc2cccs2)n1 | 0.59
C=CCNc1oc(-c2ccc(OC)cc2)nc1C#N | 1.1
COc1ccc(Cn2c(-c3ccco3)nc3oc4cc(OC)ccc4c(=O)c3c2=O)cc1 | 0.48
CCOC(=O)Cc1csc(NC(=O)CSc2nnc(C(C)C)n2CC)n1 | 0.78
CCCn1c(SCC(=O)Nc2ccccc2Oc2ccccc2)n[nH]c1=O | 0.83
CN(C)c1ccc(/C=C(\C#N)C(=O)Nc2nc3c(s2)CCN(Cc2ccccc2)C3)cc1 | -4*
COC(=O)CCCC1=CC2=CC(=O)C(C)(OC(=O)c3cccs3)C(=O)C2=CN1C1CCCC1 (stereo unspecified) | 0.64
CC(=O)Nc1nonc1C(=O)N1CCC(C)CC1 | -0.13
C=CCOC(=O)C1=C(C)NC(=S)NC1/C=C/c1ccccc1 (stereo unspecified) | -5.4
O=C(Cn1cc(C(=O)C2CC2)c2ccccc21)NCc1ccccc1 | -1.4
COc1ccccc1C(O)(C(=O)NN(C(=O)c1ccccc1)c1ccccc1C)c1cccs1 (stereo unspecified) | 0.4
O=C(CCc1nc(-c2cccs2)no1)NCc1ccc(F)cc1Cl | -4.5*
CC1=CS/C(=C(/C#N)C(=O)N2CCOCC2)N1c1ccccc1 | 0.05
CCOC(=O)Nc1ccc(C)cc1Br | 1.4
Cc1ccc(C)c(NS(=O)(=O)c2ccc(OCC(=O)N3CCCC3)cc2)c1 | -0.032
Cc1ccc(C(C(=O)NC2CCCC2)N(C(=O)CCC(=O)Nc2cc(C)on2)c2ccccc2)cc1 (stereo unspecified) | 0.55
N#CC1(Nc2ccccc2)C(=O)Nc2ccccc21 (stereo unspecified) | 0.3
CCOC(=O)N1CCN(Cc2c(F)cccc2Cl)CC1 | -1.3
COC(=O)NC(=S)Nc1ccc(Oc2ccc(Cl)cc2Cl)c(Cl)c1 | -0.079
Cc1cc(N2C(=O)C3CC=CC(C)C3C2=O)no1 (stereo unspecified) | 0.3

Bioassay records as filed in PubChem.

A portion of the library, so the mix of outcomes need not match the whole.
